RBBP9 inh: human RBBP9 inhibitors, primary screen, biochemical, fluorescence polarization, FP-Rh probe, HTS; Serine hydrolase RBBP9 (Homo sapiens), O75884; recombinant RBBP9; 0.2% of 220,000 active; inhibition, % at 7.94 µM;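 active = inhibition above the campaign mean of all tested compounds plus 3 SD, cut at about 14% in these data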;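 note: plate controls were DMSO wells with RBBP9 for no effect and wells lacking RBBP9 protein for full effect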
Target sequence (O75884 whole entry, looked up): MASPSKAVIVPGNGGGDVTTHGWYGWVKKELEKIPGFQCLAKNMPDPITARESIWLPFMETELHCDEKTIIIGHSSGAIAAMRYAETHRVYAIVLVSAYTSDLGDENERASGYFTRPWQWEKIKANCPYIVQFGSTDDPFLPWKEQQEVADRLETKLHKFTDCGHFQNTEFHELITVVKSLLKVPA
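Test system: recombinant human RBBP9. Quantity: 2.5 µM RBBP9 dispensing solution, before mixing. Detection: FP readout at 525/598 nm. Reagent: Serine-hydrolase probe FP-Rh, 375 nM pre-mixing. Measure: % inhibition. Control set: DMSO-treated enzyme wells and wells lacking RBBP9. Buffer or medium: Tris-NaCl-Pluronic buffer, pH 8.0. Times: preincubation 30 min plus labeling 45 min at 25 °C.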
EP2 antag: human EP2 receptor antagonists, primary screen, TR-FRET cAMP, C6 glioma cells; 0.52% of 260,000 active; inhibition, % at 25 µM; AID 1422, 2008; C6 glioma cells expressing human EP2; cells stimulated with saturating PGE2; Prostaglandin E2 receptor EP2 subtype (Homo sapiens), P43116;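 active = percent inhibition above 40 after rounding to a whole number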;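 note: rat C6 glioma host cells with rolipram phosphodiesterase inhibitor present; the protocol text gives 20 µM as final concentration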
Target sequence (P43116 whole entry, looked up): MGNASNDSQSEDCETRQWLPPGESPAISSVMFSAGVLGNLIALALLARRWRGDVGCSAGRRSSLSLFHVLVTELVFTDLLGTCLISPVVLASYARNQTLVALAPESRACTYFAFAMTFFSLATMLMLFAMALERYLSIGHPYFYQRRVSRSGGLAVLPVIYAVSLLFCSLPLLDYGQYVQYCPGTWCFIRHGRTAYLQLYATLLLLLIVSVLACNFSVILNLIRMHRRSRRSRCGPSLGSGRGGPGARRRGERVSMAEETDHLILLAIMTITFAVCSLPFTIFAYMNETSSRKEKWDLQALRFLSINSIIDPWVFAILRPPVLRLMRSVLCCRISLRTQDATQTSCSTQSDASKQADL
Furin inhibitor: human furin inhibitors, primary screen, biochemical, fluorescence intensity; purified furin, fluorogenic substrate cleavage; inhibition, % at 30 µM; 0.061% of 220,000 active; in the data active = inhibition above about 25%; note: inactives centre near -15
BaF3 tox: parental Ba/F3 cell viability inhibition, counter-screen for JAK2V617F inhibitor project, murine pro-B, CellTiter-Glo luminescence | CellTiter-Glo ATP luminescence | inhibition, % at 5.6 µM | 1.1% of 220,000 active | AID 1486, 2009;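 active = inhibition above a per-campaign cutoff, the mean inhibition of all tested compounds plus 3 SD, cut at about 27% in these data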;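 note: 0% = DMSO wells and 100% = JAK Inhibitor I control wells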
Tb hexokinase: Trypanosoma brucei hexokinase 1 inhibitors, primary screen, biochemical, G6PDH-coupled NADH absorbance, MLSCN library; hexokinase 1 [Trypanosoma brucei]; recombinant TbHK1, G6PDH-coupled NADH A340; inhibition, % at 10 µM; 0.11% of 220,000 active;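 active = inhibition of 50% or more in the single-dose primary screen; inactive = inhibition below 50%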
PPC-1+TRAIL kill: compounds killing PPC-1 cancer cells with TRAIL present, primary screen, TRAIL potentiator project, ATPLite luminescence, uHTS; 0.41% of 220,000 active; cell killing (% activity), % at 4 µM; PPC-1 cells + TRAIL, ATPLite viability luminescence;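 active = cell killing above 50% in the first pass at 4 µM, then a duplicate retest at 5 µM averaging 50% or more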;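 note: plate controls were cells with TRAIL plus DMSO for no effect and medium-only wells lacking cells for full effect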
Ba/F3 V617F tox: reduced viability of JAK2V617F-dependent Ba/F3 cells, primary screen, JAK2V617F inhibitor project, cell-based, Ba/F3 EpoR-JAK2V617F, luminescence; AID 1446, 2008; 1.1% of 220,000 active; inhibition, % at 5.6 µM; ATP luminescence;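 active = inhibition above the campaign mean plus 3 SD over all tested compounds, cut at about 24% in these data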;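 note: cytokine-independent growth of Ba/F3 cells driven by EpoR plus mutant JAK2; 0% = DMSO-treated cells and 100% = JAK inhibitor I control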
p97 ATPase inh: inhibitors of human p97 ATPase, primary screen, biochemical | AID 1481, 2009 | inhibition, % at 8 µM | Transitional endoplasmic reticulum ATPase (Homo sapiens), P55072 | 0.42% of 220,000 active | recombinant p97 ATPase, Kinase-Glo ATP luminescence, 3 h; in the data active = inhibition above about 15%;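 note: 0% = DMSO vehicle and 100% = wells lacking enzyme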
NCF1 inh: p47phox/p22phox peptide binding inhibitors, primary screen, biochemical, uHTS, NADPH oxidase regulatory subunit. inhibition, % at 24.7 µM. 0.53% of 220,000 active. fluorescence polarization, 2 h. Neutrophil cytosol factor 1 (Homo sapiens), P14598. AID 1274, 2008;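 active = inhibition above about 30%, limit read from the data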;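 note: 0% = p47phox with labelled peptide and 100% = labelled peptide alone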
Target sequence (P14598 whole entry, looked up): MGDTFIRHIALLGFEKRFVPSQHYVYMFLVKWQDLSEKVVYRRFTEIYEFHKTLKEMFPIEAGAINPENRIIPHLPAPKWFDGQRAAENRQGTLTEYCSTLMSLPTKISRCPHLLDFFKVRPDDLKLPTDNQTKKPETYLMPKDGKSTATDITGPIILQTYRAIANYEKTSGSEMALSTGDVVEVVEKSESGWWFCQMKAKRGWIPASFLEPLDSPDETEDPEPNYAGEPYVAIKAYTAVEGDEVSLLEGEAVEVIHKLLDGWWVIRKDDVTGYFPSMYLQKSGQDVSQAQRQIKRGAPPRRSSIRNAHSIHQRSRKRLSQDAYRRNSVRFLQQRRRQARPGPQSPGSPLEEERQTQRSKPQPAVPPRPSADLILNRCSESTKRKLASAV
* marks the source's active call; other numbers are inactive results; x = not tested or not shown; & = joins results of further samples; [ ] = dose if it differs, or a comment. These rows are one share of the data; rates above refer to the full screens.

Molecule	RBBP9 inh	EP2 antag	Furin inhibitor	BaF3 tox	Tb hexokinase	PPC-1+TRAIL kill	Ba/F3 V617F tox	p97 ATPase inh	NCF1 inh
CN(C)c1ccc(NC2=C([N+](=O)[O-])CS(=O)(=O)C2)cc1	5.2	23.6	-6.3[20 µM]	4.2	-28.1	13.1	-0.8	1.2	-1.8
COc1ccccc1N1CCN(C(=O)COc2ccc(S(=O)(=O)NC(C)(C)C)cc2)CC1	1.4	6.4	-14.5	8.9	-0.5	1.1	7.2	0.0	3.9
CCOP(=O)(c1ccc(N(C)C)cc1)C(O)c1cc(OC)c(OC)c(OC)c1 (stereo unspecified)	-4.7	7.8	-18.9[20 µM]	8.0	-0.2	15.8	0.4	-1.9	-7.3
c1ccc(-c2nn3c(Cn4cnc5ccccc54)nnc3s2)cc1	3.9	6.1	-11.1[20 µM]	3.2	0.3	7.7	-5.7	3.1	1.6
COC(=O)c1ccccc1NC(=O)CN1CCN(C(=O)c2ccco2)CC1	-5.4	10.2	3.0	2.5	1.2	15.4	1.6	-6.4	-12.2
O=C(NC(=S)N1CCCCC1)c1cccnc1	1.9	10.9&5.1	-20.8[20 µM]	3.2	-3.6	-8.5	-0.3	3.5	-2.8
O=C(Nc1ccccc1)OC(CN1CCCCC1)C(F)(F)F (stereo unspecified)	-6.7	6.4	-22.0[20 µM]	1.4	0.4	-0.8	-0.8	0.6	-16.2
Cc1c(/C=N/N=C2\CCC3C4CCc5cc(O)ccc5C4CCC23C)cnn1C (stereo unspecified)	-0.8	7.6	-12.4[20 µM]	6.4	-16.5	20.5	1.1	-5.3	-5.9
O=C(O)CN1C(=O)COc2cc(S(=O)(=O)N3CCCC3)ccc21	-4.0	6.0	-10.7	1.2	3.5	-10.9	-4.2	5.9	-7.3
Oc1[nH]c2ccccc2c1/C=N/c1nccs1	-10.2	x	4.8	4.0	-27.7	20.9	3.2	-4.1	-24.6
COc1ccc(N2CCN(S(=O)(=O)c3cccc4nsnc34)CC2)cc1	4.3	7.9	-13.5[20 µM]	3.9	-12.0	15.7	-0.5	-0.4	-7.1
O=C(NC(=S)Nc1nc2c(ccc3ccccc32)s1)c1cccs1	-9.1	4.0	-12.2	3.2	11.0	-0.2	-0.9	1.6	-14.5
COc1cc(C(=O)NC2=NCCS2)ccc1OCc1c(C)noc1C	-2.0	6.7	-14.2	-0.3	-1.4	6.5	-9.1	2.5	-5.3
CSc1ccccc1NC(=O)CN(c1ccccc1)S(=O)(=O)N(C)C	1.9	10.4	-22.9[20 µM]	0.9	10.1	0.5	-1.0	1.0	-11.8
COCCNC(=S)N1CCN(c2nc3ccccc3s2)CC1	-4.0	2.3	-17.4	4.5	-7.0	16.4	-0.6	0.2	-0.1
COc1ccc2sc(NC(=O)CC(C)C)nc2c1	-8.6	5.8	-13.3	5.9	-4.7	20.4	0.0	-2.9	-9.5
NS(=O)(=O)c1cccc(NC(=O)c2cccnc2Oc2ccccc2)c1	-5.8	11.3	-9.6	0.4	-6.4	1.0	-3.0	5.0	-3.1
c1ccc2[nH]c(NCCCN3CCOCC3)nc2c1	-8.0	11.6	-3.2	0.8	4.7	10.4	2.4	1.1	-2.4
COc1ccc(N2C(N)=C(C#N)C(c3ccsc3)C3=C2CCCC3=O)c(OC)c1 (stereo unspecified)	8.1	10.1	-10.2	-0.1	-7.3	13.9	-1.6	1.8	-6.7
CCC(C)c1ccc(OCCn2cc(/C=N/NC(=O)CSc3nnc(C)s3)c3ccccc32)cc1 (stereo unspecified)	-3.5	4.8	-23.0[20 µM]	3.3	-27.1	-11.2	-2.4	-1.1	-40.5
COC(=O)c1sc2nc3c(c(-c4cccs4)c2c1N)CCCC3	-7.8	10.0	-15.1	0.0	-1.5	8.6	-0.2	0.5	-3.9
O=C(NCCSCc1ccco1)Nc1ccc(Cl)cc1	-0.1	10.2	-22.3[20 µM]	1.9	12.3	21.2	-2.1	1.5	-20.4
COc1ccc(/C=C(\C#N)C(=O)OCC(=O)NC2CC2)cc1	-6.4	3.0	-10.2	3.1	-18.3	-2.2	2.6	0.6	-0.5
COCCn1c(=N)c(C(=O)NCc2ccco2)cc2c(=O)n3cc(C)ccc3nc21	-3.7	11.2&6.6	-62.1	4.3	-5.6	x	-2.9	7.3	-4.6
COc1cc(/C=N/NC(=S)NC2CC3C=CC2C3)cc(OC)c1OC (stereo unspecified)	-4.2	12.0	2.1	-5.9	-41.9	-34.4	3.5	6.5	0.7
CC(=O)c1c(C)nc(-c2ccc(Cl)cc2)nc1N	7.3	6.7	-7.3	5.5	-3.9	8.9	4.5	1.5	-10.5
CC/C(=N\n1nnnc1Nc1ccccc1)c1ccccc1	3.2	11.1	-8.2[20 µM]	6.6	5.0	14.3	0.9	2.1	1.0
O=C1CN(C(=O)c2cc(Br)c(Br)s2)c2ccccc2N1	2.4	11.7	-7.1[20 µM]	3.2	-6.8	3.0	-1.2	-5.3	-9.2
O=C(c1nnc(Cc2ccc(Cl)cc2)o1)N1CCOCC1	3.8	5.6	-11.6	4.7	12.3	-23.9	-0.8	12.7	-6.9
CCSc1ncnc2c(C#N)c3n(c12)CCCCC3	-7.2	5.3	-25.3	4.3	2.8	4.3	-0.7	-0.3	-0.5
CCOc1ccc(Br)cc1S(=O)(=O)Nc1ccc(C(=O)OC(C)C(=O)N(C)c2ccccc2)cc1 (stereo unspecified)	-3.7	10.2	-6.5	8.0	-9.4	9.4	3.6	-6.9	-13.5
O=C(COc1ccc2ccccc2c1Br)NNC(=O)Nc1ccccc1	-3.0	9.1	-0.1[20 µM]	8.0	4.7	0.7	3.8	-1.3	6.9
CCCC1CC(C)(C(=O)CSc2n[nH]c(-c3ccccc3)n2)OC1=O (stereo unspecified)	-5.6	11.1	-18.7[20 µM]	1.1	6.6	20.2	-2.4	1.1	-5.1
COc1cccc(CN(CC2CCCO2)C(=O)c2cc3ccccc3oc2=O)c1 (stereo unspecified)	-1.0	8.5&5.2	-0.8	9.4	-4.8	-3.3	5.9	-2.7	-4.2
COc1ccccc1N1CCN(c2cc(=O)n(Cc3ccc(F)cc3)c(=O)[nH]2)CC1	-2.8	10.4	-14.5	4.3	1.8	3.2	-2.2	1.3	-4.1
Cc1ccc(CSc2nc3c(c(SCC(=O)O)n2)CCCC3)cc1	-6.3	1.9	0.8[20 µM]	0.5	3.1	19.3	3.3	-5.8	0.3
COc1ccc(N2CCN(S(=O)(=O)c3ccc(Cl)s3)CC2)cc1	-8.0	6.3	-13.2	0.5	-3.0	10.7	1.4	-3.2	1.4
CCn1c2ccccc2c2cc(C3N=C(N)Nc4nc5ccccc5n43)ccc21 (stereo unspecified)	0.4	4.2	-8.4	7.3	5.5	5.8	0.1	3.7	-15.6
CCOC(=O)c1cc2sc(C)cc2n1CC(=O)NCCc1ccccc1	-1.3	10.3	-19.8[20 µM]	3.4	1.7	-32.2	-3.8	-3.6	-14.0
Cn1cc(CN2CCC[C@H]2CO)c(-c2cccc(Cl)c2)n1	-5.7	11.9	-18.4	-0.4	-1.8	3.3	-0.2	2.9	-0.2
CC1=NN(S(=O)(=O)c2ccc(F)cc2)C(=O)c2ccccc2O1	-7.0	13.7	-10.1[20 µM]	6.6	1.3	12.5	6.1	0.2	-1.4
Cc1cccc(-c2cc3nc(C)cc(NCCCn4ccnc4)n3n2)c1	-8.0	10.1&10.0	-9.0[20 µM]	1.5	9.4	11.4	3.2	-0.7	-13.0
O=C(Nc1ccccn1)c1c(O)c2cccc3c2n(c1=O)CCC3	-0.6	0.7	-5.7	0.9	-19.4	-0.5	-2.6	6.1	-7.9
COC(=O)C1=C(C)N(c2ccc(F)c(Cl)c2)C(=O)C1	-2.3	12.4	-10.9[20 µM]	2.1	1.5	15.0	-0.6	4.5	0.4
O=C(CC(NC(=O)C(F)(F)F)c1ccccc1)Nc1nnc(CCc2ccccc2)s1 (stereo unspecified)	-4.0	7.7	-15.3	5.0	-7.1	17.9	1.5	0.9	-29.4
CCCc1nnc(NC(=O)CCC(=O)Nc2ccc(F)cc2)s1	2.6	4.7	-6.9	0.2	6.4	1.3	3.4	-0.4	-3.0
COc1cccc(NC(=O)CN(c2cccc(F)c2)S(C)(=O)=O)c1	-1.4	3.9	-13.5[20 µM]	2.6	0.0	32.4	-0.4	3.6	1.8
CC/C(CC(C)(C)c1ccccc1)=N\O	-0.4	10.2	-16.0	-2.0	9.0	19.4	-4.7	2.6	6.7
CC(C)Oc1cccc(C(=O)Nc2ccc(Br)cc2F)c1	1.2	6.2	-13.3	-2.2	1.3	23.1	-6.0	4.6	-0.7
Cn1c(=O)c2c(nc(SCC(=O)Nc3ccccc3N3CCCCC3)n2C)n(C)c1=O	-0.6	9.2&5.8	-17.0	1.9	-0.8	-7.7	1.6	2.0	-14.9
COc1ccc(C2/C(=C(\O)c3cc(C)ccc3C)C(=O)C(=O)N2CCN(C)C)cc1OC (stereo unspecified)	2.6	10.3	-13.1[20 µM]	4.6	-33.8	-25.5	1.3	-1.5	-5.5
CCOc1ccc(N2C(=O)C3C(C2=O)C3(c2ccccc2)c2ccccc2)cc1 (stereo unspecified)	-1.9	11.3	-12.4	7.2	0.6	-11.5	4.0	-5.0	2.0
O=C(COC(=O)c1ccc(O)cc1)Nc1cccc(S(=O)(=O)N2CCCCC2)c1	-6.9	14.1	-21.3	-2.9	4.1	12.5	-2.3	5.6	-20.8
CN(Cc1nc(-c2cccnc2)no1)S(=O)(=O)c1ccc2ccccc2c1	5.2	3.8	3.6[20 µM]	-1.0	-2.1	-3.0	-3.6	-0.1	-10.9
O=C(Nc1ccc(-c2cn3ccccc3n2)cc1)c1cccs1	-3.4	4.0	-2.5	10.6	-23.1	45.9	9.8	-6.5	3.0
O=C(Nc1ccccc1C(=O)O)c1ccc(Cl)c(S(=O)(=O)N2CCOCC2)c1	-5.9	18.6	-21.0	5.0	-3.7	33.3	10.8	2.0	2.6
Nc1nnc(SCC(=O)OCC(=O)Nc2ccccc2F)s1	-4.4	3.1	-32.3	2.0	-1.2	18.4	-3.4	5.5	-6.5
CS(=O)(=O)N1CCC(C(=O)Nc2ccc(Br)cc2F)CC1	-11.2	17.5	-19.6[20 µM]	4.8	2.7	13.1	-1.7	3.7	1.4

Source: PubChem BioAssay
